# SIAE primary: human SIAE inhibitors, primary screen, biochemical, fluorescence polarization, FP-Rh probe, 1536-well HTS; SIAE FP-Rh probe binding; 0.69% of 370,000 active; inhibition, % at 9.66 µM; Sialate O-acetylesterase (Homo sapiens), Q9HAT2;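 active means inhibition above a cutoff: mean of compounds within the control limits plus 3 SD of those, cut at about 17% in these data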;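 further: 0% = plate median of compound wells and 100% = probe without SIAE protein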
# Target sequence (Q9HAT2 whole entry, looked up): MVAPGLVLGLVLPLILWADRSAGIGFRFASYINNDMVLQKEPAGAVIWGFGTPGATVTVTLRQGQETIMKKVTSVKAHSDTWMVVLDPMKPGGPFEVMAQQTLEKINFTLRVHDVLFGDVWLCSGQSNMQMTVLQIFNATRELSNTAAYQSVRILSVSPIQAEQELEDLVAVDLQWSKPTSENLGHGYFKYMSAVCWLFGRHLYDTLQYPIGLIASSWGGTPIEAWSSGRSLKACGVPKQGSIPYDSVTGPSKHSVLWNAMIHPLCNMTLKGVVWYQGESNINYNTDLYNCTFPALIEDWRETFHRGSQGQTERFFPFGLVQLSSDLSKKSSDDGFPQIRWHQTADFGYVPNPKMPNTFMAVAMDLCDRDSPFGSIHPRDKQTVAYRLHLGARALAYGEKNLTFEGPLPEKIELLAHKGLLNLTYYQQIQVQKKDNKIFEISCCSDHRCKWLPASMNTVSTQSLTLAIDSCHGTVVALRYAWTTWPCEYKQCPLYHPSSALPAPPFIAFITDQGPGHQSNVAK
# GC-B act: human GC-B receptor activators, primary screen, HEK293 GC-B cells, cGMP TR-FRET, EC30 CNP; Atrial natriuretic peptide receptor 2 (Homo sapiens), P20594; 0% at EC30 CNP, 100% saturating CNP; activation, % at 10 µM; 0.11% of 370,000 active; AID 1920062, 2024;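 active means activation at 10 µM reaching about 35% in either raw or pattern-adjusted values, limit read from the data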
# UHRF1 MBD2 ctr: UHRF1 methylated DNA binding inhibitors, primary screen, counter-screen for MBD2 inhibitor project, biochemical, TR-FRET, human UHRF1, single concentration; inhibition, % at 4.4 µM; 0.75% of 370,000 active; UHRF1 binding to methylated oligo; E3 ubiquitin-protein ligase UHRF1 (Homo sapiens), Q96T88; in the data active means inhibition above about 21%;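 further: UHRF1 SRA domain binding a hemimethylated CpG hairpin DNA probe; 0% = median of test compound wells and 100% = reference inhibitor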
# MBD2 DNA inh: inhibitors of MBD2 binding to methylated DNA, primary screen, biochemical, TR-FRET, DNA-binding domain, human | Methyl-CpG-binding domain protein 2 (Homo sapiens), Q9UBB5 | MBD2 binding to methylated oligonucleotide | inhibition, % at 4.4 µM | 0.31% of 370,000 active; in the data active means inhibition above about 13%
# Target sequence (Q9UBB5 whole entry, looked up, the tested form may be a part): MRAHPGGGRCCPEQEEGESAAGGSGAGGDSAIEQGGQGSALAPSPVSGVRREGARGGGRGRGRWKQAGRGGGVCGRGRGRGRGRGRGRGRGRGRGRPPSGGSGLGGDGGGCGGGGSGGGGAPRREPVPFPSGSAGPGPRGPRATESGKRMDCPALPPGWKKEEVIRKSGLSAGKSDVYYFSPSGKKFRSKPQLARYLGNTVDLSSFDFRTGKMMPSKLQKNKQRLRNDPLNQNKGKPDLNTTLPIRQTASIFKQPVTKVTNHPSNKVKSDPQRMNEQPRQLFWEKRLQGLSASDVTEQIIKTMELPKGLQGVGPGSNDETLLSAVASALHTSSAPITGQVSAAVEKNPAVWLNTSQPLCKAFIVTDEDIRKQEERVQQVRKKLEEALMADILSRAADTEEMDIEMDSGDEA
# PRMT1 FP inh: PRMT1 methyltransferase inhibitors, primary screen, biochemical, fluorescence polarization; Protein arginine N-methyltransferase 1 (Homo sapiens), Q99873; recombinant PRMT1, activity-based probe fluorescence polarization; inhibition, % at 2.79 µM; 1.3% of 370,000 active;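 active means inhibition above about 21% made by adding two undisclosed values, limit read from the data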
# NPR1 activator: GC-A stimulated cGMP production enhancers – HEK293 GC-A cells, cGMP TR-FRET, EC30 ANP, primary screen | 0% at EC30 ANP, 100% saturating ANP | activation, % at 10 µM | 0.14% of 370,000 active; in the data active means activation above about 40%
# HTRA1 inhibitor: HTRA1 serine protease inhibitors, primary screen, biochemical, fluorescence polarization, HTS; recombinant HTRA1, FP-rhodamine activity-based probe; inhibition, % at 5.96 µM; 0.5% of 340,000 active; in the data active means inhibition above about 36%;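 further: 0% = enzyme with DMSO and 100% = wells lacking enzyme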
# mABHD4 FP: ABHD4 inhibitors, primary screen, biochemical, fluorescence polarization, mouse | 0.54% of 370,000 active | (Lyso)-N-acylphosphatidylethanolamine lipase (Mus musculus), Q8VD66 | inhibition, % at 8.92 µM | purified mABHD4, FP-Rh probe fluorescence polarization;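 active means inhibition exceeding the mean over every tested compound plus 3 SD, cut at about 30% in these data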;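 further: 0% = plate median of compound wells and 100% = S159A mutant with DMSO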
#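 Assay system: wild-type mouse ABHD4 protein; compound: single nominal dose of 8.92 µM, 0.89% DMSO final; schedule: 45 min + 60 min at 25 °C; measured by: FP readout, ex 525 nm / em 598 nm; evaluation: % inhibition of FP-Rh probe binding versus controls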
# rCAG binder: binders of r(CAG) RNA repeats, primary screen, biochemical, fluorescence. r(CAG) RNA repeat, TO-PRO-1 dye displacement fluorescence. inhibition, % at 3 µM. 1.3% of 370,000 active. AID 651821, 2012;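 active means inhibition above the plate cutoff, the mean of all test compounds on that plate plus 3 SD, cut at about 35% in these data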;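 further: 0% = DMSO alone and 100% = 100 µM mitoxantrone as full dye displacement; higher means more dye released from RNA so lower well fluorescence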
# TCR CD3 inh: inhibitors of human TCR-CD3 interaction, primary screen, biochemical, fluorescence, TAMRA-labeled TCR probe; inhibition, % at 9.4 µM; 0.37% of 360,000 active; in the data active means inhibition above about 19%;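 further: recombinant mutant TCR 2C K166C tagged with TAMRA read by polarization; 0% = receptor in buffer alone and 100% = receptor with positive control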
# * marks the source's active call; other numbers are inactive results; . = not tested or not shown.
Molecule	SIAE primary	GC-B act	UHRF1 MBD2 ctr	MBD2 DNA inh	PRMT1 FP inh	NPR1 activator	HTRA1 inhibitor	mABHD4 FP	rCAG binder	TCR CD3 inh
CC1CC(C)(C)OC(C[N+]2(C)CCCCC2)O1 (centres undefined)	0	-1	3	-2	-4	-1	2	7	3	9
O=C(O)c1ccc(NCc2cccnc2)cc1	1	6	8	-3	-1	1	-4	1	0	-5
Cc1ccc(NC(=O)CSc2nnc(-c3ccncc3)o2)cc1C	12	5	-1	0	-2	-1	.	1	-4	10
CN(C)c1ccsc1C(=O)NNS(=O)(=O)c1ccc(Cl)cc1	-2	-2	-1	1	1	1	8	8	1	0
O=C(NNc1nc2cc3c(cc2s1)OCCO3)c1ccc(F)cc1	0	-3	-1	2	33*	-4	15	13	5	-1
O=C(c1ccc(F)cc1)N1CCC(C(=O)N2CCCc3ccccc32)CC1	1	0	0	-5	-2	2	2	7	2	3
Cc1cc(=O)n(-c2ccccc2)n1C	-2	0	-2	3	2	8	1	-1	-1	-3
C[C@H]1[C@@H](NC(=O)c2cccc(C(F)(F)F)c2)CC[C@@]23CCCN2C(=O)CCC[C@@H]13	0	-6	-2	2	-1	-1	.	7	.	.
CC(C(=O)NC1(C#N)CCCCC1)N(C)CC(=O)Nc1ccc(Cl)c(Cl)c1 (centres undefined)	3	-10	-2	1	2	-4	-20	-6	0	-4
CCCN(C)C1CN(Cc2cn(CCCOC)nn2)S(=O)(=O)C1 (centres undefined)	-1	3	12	10	23*	3	.	6	1	0
CCOC(=O)/C=C1/SCC(=O)N1Cc1ccc(Br)cc1	-1	3	-1	0	0	-2	0	-3	4	-2
Cc1cccc(NC(=O)CSc2nc(C)c(CC(=O)c3ccc(Br)cc3)c(C)c2C#N)c1C	3	-2	-2	-1	-1	12	-1	-1	2	1
Cc1nn(C)c(C)c1C(=O)NN	2	3	0	4	-1	-4	2	-6	-3	2
CCCCn1nc(CC(=O)O)c2ccccc2c1=O	-6	-1	6	6	10	-5	0	-2	1	-3
CCOC(=O)c1c(NC(=O)c2cccc(N3C(=O)CCC3=O)c2)sc2c1CCN(CC)C2	-9	-5	19	8	-4	0	4	-2	-9	-4
COc1ccc(CN(Cc2ccccn2)S(=O)(=O)c2ccc(-n3cnnn3)c(OC)c2)cc1	-4	1	5	7	1	-6	-13	2	-4	8
COc1ccc(S[C@]2(C(=O)NC3CC3)CC(=O)N[C@@H]2c2ccc(OC)cc2)cc1	-2	-2	0	7	0	0	.	-7	2	.
O=c1cc(C(F)(F)F)[nH]c(=S)n1-c1ccccc1	1	-1	1	-1	3	2	3	7	2	1
Cc1ccc(C(=O)Nc2cc3c(cc2Cl)OCCCO3)cc1	-2	6	3	8	-2	-7	-7	-9	3	1
CCN(CC)S(=O)(=O)c1cccc(NC(=O)C2SC(=Nc3ccc(C)cc3C)C(C(=O)NC(C)COC)=C2N)c1 (centres undefined)	-14	-1	-2	-5	1	-1	-44	-11	9	7
Cc1ccc(C(C)C)c(OCC(=O)N2CCOCC2)c1	-3	-2	0	3	2	-3	7	-2	-5	-3
Cc1cc(C)c2c(=O)[nH]c(SCC(=O)NCCc3ccccc3)nc2n1	10	-2	-1	2	0	0	6	3	-4	-4
Cn1c(=O)n(C)c2cc(C(=O)Nc3ccc(Br)cc3)ccc21	3	-8	0	-3	-4	-2	0	-1	1	3
Cc1c(C)[n+](=O)c(-c2ccc(Br)cc2)c(C)n1[O-]	-4	-1	2	10	1	-7	4	-8	-4	-4
COc1ccc(S(=O)(=O)N2CCOC2CNC(=O)C(=O)NCCN2CCOCC2)cc1OC (centres undefined)	0	7	-2	1	-1	-2	0	0	-2	6
COc1cccc(COc2cc3ccccc3nc2C)c1	-4	-8	4	2	1	5	-4	-16	0	-5
CC[N+](CC)(CCO)CCCN1C(=O)C2CC=C(Cl)CC2C1=O (centres undefined)	0	4	2	-1	-1	3	-1	-1	2	1
COC(=O)c1ccc(C23CC4(C2)[C@H](CN(CC2CCCCC2)[C@@H]4c2ccccc2)C3c2ccc(C(F)(F)F)cc2)cc1 (some centres undefined)	-7	4	-4	-1	3	-1	.	-1	3	12
OCCOCCOc1ccc(-c2nn[nH]n2)cc1	-13	-5	24*	-1	1	3	0	-1	2	7
Cc1ccc(N2CC(C(=O)N/N=C/c3sccc3C)CC2=O)cc1 (centres undefined)	13	1	-3	-6	-2	1	-3	2	-5	1

# No new results follow: an excerpt of the list.
Molecule	SIAE primary	GC-B act	UHRF1 MBD2 ctr	MBD2 DNA inh	PRMT1 FP inh	NPR1 activator	HTRA1 inhibitor	mABHD4 FP	rCAG binder	TCR CD3 inh
Cc1ccc(C(C)C)c(OCC(=O)N2CCOCC2)c1	-3	-2	0	3	2	-3	7	-2	-5	-3
Cc1cc(C)c2c(=O)[nH]c(SCC(=O)NCCc3ccccc3)nc2n1	10	-2	-1	2	0	0	6	3	-4	-4
Cn1c(=O)n(C)c2cc(C(=O)Nc3ccc(Br)cc3)ccc21	3	-8	0	-3	-4	-2	0	-1	1	3

# The list goes on:
Molecule	SIAE primary	GC-B act	UHRF1 MBD2 ctr	MBD2 DNA inh	PRMT1 FP inh	NPR1 activator	HTRA1 inhibitor	mABHD4 FP	rCAG binder	TCR CD3 inh
COCCCNC(=O)CSc1ccc(Cl)cc1	5	2	0	-2	-2	2	7	6	3	7
CCC(C(=O)NC1CCCC1)N(Cc1cccs1)C(=O)Cn1nnc(-c2ccc(OC)c(OC)c2)n1 (centres undefined)	0	-1	5	1	1	3	-23	-14	-2	2
O=C(NC1CCCC1)C1CCC(CNS(=O)(=O)c2ccc(F)cc2)CC1 (centres undefined)	-1	-4	-1	0	-1	1	-9	0	-3	8
CCOc1cc(/C=N/NC(=O)C(=O)Nc2cc(Cl)ccc2C)ccc1O	5	1	4	2	1	2	-4	6	4	-2
COCCNC(C(=O)Nc1ccc([N+](=O)[O-])cc1Br)c1ccccc1 (centres undefined)	1	-4	0	-4	1	-4	-2	-1	-2	5
CC(C)=C1SC(N2CCN(c3cccc(C(F)(F)F)c3)CC2)=NC1=O	-2	-4	1	3	-2	-4	0	0	-3	-1
COc1ccc(Cl)cc1NC(=O)CN(C)C(=O)c1cc(-c2ccncc2)nc2ccccc12	3	-12	-2	2	1	-12	-8	2	5	1
O=C(NCCc1ccccc1F)[C@@H]1CSC2c3ccccc3C(=O)N21 (some centres undefined)	-11	3	-1	2	3	5	0	-1	2	-4
O=C(NCc1ccccn1)C1CCN(Cc2cnn(-c3ccccc3)c2-n2cccc2)CC1	-2	-1	-3	-3	2	-1	0	3	-6	-3
Cc1csc(CCc2nc(C)cs2)n1	2	1	1	4	-2	3	2	10	2	2
Cc1cccc(C)c1NC(=O)N1CCC(n2cnc3ccccc32)CC1	7	2	-2	-6	-3	2	10	5	-3	5
CC(=O)Oc1ccc(N(C(C)=O)S(=O)(=O)c2cccs2)c2ccccc12	-5	6	0	5	11	-3	2	12	7	-5
CCOC(=O)Cc1csc(NC(=O)CN2CCN(c3ccccc3)CC2)n1	1	4	1	-1	-2	0	4	3	-7	3
Nc1nc(COc2ccc(F)cc2Cl)nc(N2CCCCC2)n1	0	-2	4	-3	8	1	-7	-12	-2	-6
CCOc1ccc2c(c1)C(c1ccc(C)cc1)=NNC(c1ccc(C)cc1)=N2	-3	-6	-1	6	2	4	-26	-1	4	-4
CCC(Sc1nc(N)cc(=O)[nH]1)C(=O)NC(C(=O)OC)c1ccccc1 (centres undefined)	2	0	-1	3	-1	6	.	0	2	-7
CCOC(=O)c1[nH]c2ccc(OC)cc2c1NC(=S)N1CCN(c2ccc(F)cc2)CC1	10	-2	1	-2	-3	-4	3	4	9	-1
OC(c1ccc(Cl)cc1)c1ncc(-c2ccccc2Cl)[nH]1 (centres undefined)	-8	-7	-1	0	0	1	.	-6	1	2
COc1ccc(Cl)cc1NC(=O)CN(C)C(=O)Cn1cnc2c1c(=O)n(C)c(=O)n2C	-3	4	-6	1	2	0	-4	0	-1	3
c1ccc(N2CCN(Cc3nc4ccccc4[nH]3)CC2)nc1	9	-1	-3	-1	-1	-2	9	-2	0	-2
CCCn1nc(NC(=O)CC(C)C)c2cc3cccc(C)c3nc21	3	-1	-2	1	0	-3	0	6	-2	2
CC(Sc1nnnn1C)C(=O)Nc1ncc(Cl)cc1Cl (centres undefined)	2	0	-1	-4	2	0	3	-2	2	13
CC1(C)CC(=O)C(C=NCCN2CCN(C(=S)Nc3ccc(F)cc3)CC2)=C(O)C1	1	-6	-3	-3	0	-1	3	2	-3	1
CCOC(=O)C1CCN(S(=O)(=O)c2cccc3nonc23)CC1	-2	-2	1	5	3	-3	11	7	-4	-5
Cc1ccnc(SCC(=O)n2c3c(c4ccccc42)CC(C)CC3)n1 (centres undefined)	-6	-1	3	7	1	-2	-2	-12	-1	-5
COc1ccc(CCNC(=O)CS(=O)(=O)c2cn(CC(=O)N3CCCC3)c3ccccc23)cc1OC	-2	-3	2	-2	4	1	2	9	1	-2
Cc1cc(C)c(S(=O)(=O)N2CCOC2CNC(=O)C(=O)NCc2ccncc2)c(C)c1 (centres undefined)	5	2	0	2	7	0	-5	3	-2	-1
COc1ccc(CCN2C(=O)C(Oc3ccccc3C)C2c2ccc3c(c2)OCO3)cc1OC (centres undefined)	-2	-10	0	4	3	-11	-13	-8	2	-1
CCc1nn(C(CC)C(=O)NCc2cccs2)c(=O)c2cc3occc3n12 (centres undefined)	-7	-10	1	2	-4	-17	2	-5	-2	9
CC(=O)Nc1cccc(OCC(O)Cn2cnc3ccccc32)c1 (centres undefined)	0	6	3	6	-1	6	6	3	-3	-3
CC(=O)N1CCN(CC(=O)Nc2cc(S(=O)(=O)N3CCCCC3)ccc2C)CC1	2	3	-3	1	0	0	3	-3	-4	0
Cc1sc(NC(=O)CSc2nnnn2C)c(C#N)c1C	8	1	-2	0	1	0	-7	2	0	-1
COc1cc(N)c2ncccc2c1Br	7	-3	6	-11	18	5	24	62*	7	13
CCOC(=O)c1cc2c(=O)n3ccccc3nc2n(CCOC)c1=NC(=O)c1ccncc1	-4	-4	-3	-7	-1	5	1	4	-6	2
CN1CCN(c2nc(-c3ccccc3)ncc2S(C)(=O)=O)CC1	-5	0	-1	-3	-1	0	-4	11	-3	2
CCOC(=O)C1CCCN(C(=O)c2ccc(CNc3c(N4CCC(C)CC4)c(=O)c3=O)cc2)C1 (centres undefined)	2	11	0	-1	1	19	5	-1	0	7
CCN(CC)C(=O)C1=C(C)N(Cc2ccc(F)cc2)C(=O)C(CC(=O)NCCCN(C)C)C1 (centres undefined)	2	4	-4	-5	-2	5	-2	1	2	-2

# Screening results deposited in PubChem BioAssay by several laboratories.

# The list is partial; rates above refer to the full screens.
